High-throughput results deposited in PubChem by National Center for Advancing Translational Sciences (NCATS).
FLuc modulator = qHTS profiling assay for firefly luciferase inhibitor/activator using purifed enzyme and Km concentrations of substrates (counterscreen for miR-21 project); Luciferin 4-monooxygenase (Photinus pyralis), P08659; purified FLuc, Km substrates, luminescence inhibition; Potency, µM (titrated, usually from 57.5 µM), inactives show top-dose activity change, negative = inhibition, usual class: inhibitors; actives 6.9% (n = 360,000); AID 588342, 2011;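 further: potency means the concentration at half of the fitted maximal effect; plate controls were vehicle for no effect and reference inhibitor for full effect; nearly all actives have a fitted effect of over 55% in size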
Target sequence (P08659 whole entry, looked up): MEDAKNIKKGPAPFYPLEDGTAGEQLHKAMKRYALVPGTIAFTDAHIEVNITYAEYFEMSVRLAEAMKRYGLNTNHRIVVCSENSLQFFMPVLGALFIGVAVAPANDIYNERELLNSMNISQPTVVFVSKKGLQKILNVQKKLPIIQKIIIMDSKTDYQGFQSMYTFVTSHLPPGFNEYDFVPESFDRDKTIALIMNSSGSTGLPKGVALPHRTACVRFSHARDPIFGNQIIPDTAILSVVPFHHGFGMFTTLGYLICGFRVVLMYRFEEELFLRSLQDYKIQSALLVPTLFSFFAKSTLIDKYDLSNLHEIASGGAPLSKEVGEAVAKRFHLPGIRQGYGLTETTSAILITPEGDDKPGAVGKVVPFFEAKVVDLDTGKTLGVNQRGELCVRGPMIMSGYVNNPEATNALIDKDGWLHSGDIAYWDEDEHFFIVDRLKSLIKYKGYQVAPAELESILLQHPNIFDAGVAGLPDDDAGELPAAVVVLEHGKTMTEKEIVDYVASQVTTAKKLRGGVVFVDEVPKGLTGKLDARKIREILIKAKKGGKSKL
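Biochemical qHTS of compounds, final roughly 60 µM downward over six points, against 10 nM purified firefly luciferase using Km concentrations of substrates (10 uM D-luciferin, 10 uM ATP) in Tris acetate pH 7.5 buffer; luminescence output.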
Tb PFK block = qHTS Assay to Find Inhibitors of T. brucei phosphofructokinase; T. brucei PFK, ADP-Glo luminescence; AID 485367, 2010; Potency, µM (highest dose often 57.5 µM), for inactives: at the top dose activity, negative = inhibition, actives largely listed as inhibitors; actives 0.17% (n = 330,000); ATP-dependent 6-phosphofructokinase (Trypanosoma brucei brucei), O15648;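 further: potency means the concentration at half of the fitted maximal effect; 0% = uninhibited 1x PFK enzyme wells and -100% = no-enzyme wells; nearly all actives have a fitted effect of over 60% in size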
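Luminescent ADP detection (ADP-Glo, two-step: ATP depletion then ADP-to-ATP conversion for luciferase) reported PFK activity after 45 min room-temperature reaction of 1.25 nM enzyme with 0.5 mM F6P and 0.1 mM ATP at pH 8.0.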
BRCA1 expr up = qHTS Assay to Identify Small Molecule Activators of BRCA1 Expression; actives 1.1% (n = 380,000); MCF7-BRCA1-FFLuc reporter, luminescence, 48 h; response scale: scaled: vehicle 0%, 10 µM genistein 100%; Potency, µM (highest dose often 46.1 µM), for the others: at the highest dose activation, hits mostly activators; further: potency means the concentration at half of the fitted maximal effect; nearly all actives have a fitted effect of over 80% in size; some results filed as inactive show a strong effect at the top dose
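Activators of BRCA1 expression were detected as increased firefly luciferase luminescence in engineered MCF7 cells after 48 h compound incubation. Signals were scaled to genistein 10 microM as full activation.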
Rab9 prom act = qHTS Assay for Rab9 Promoter Activators; Huh7 Rab9 promoter-luciferase reporter, luminescence, 24 h; Potency, µM (doses to about 9.22 µM), without a hit: at the top dose activation, negative = inhibition, most hits filed as activators; actives 2.8% (n = 320,000); further: potency means the concentration at half of the fitted maximal effect; % of control where 0% means no effect; nearly all actives have a fitted effect of over 60% in size
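Huh7 reporter line, Rab9 promoter upstream of luciferase. Compound exposure 24 h at 37 °C in reduced-serum medium with 10% FBS. Read-out: luminescence.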
NPC1 promoter act = qHTS Assay for NPC1 Promoter Activators. actives 2.4% (n = 320,000). Huh7 NPC1 promoter luciferase reporter, 24 h. Potency, µM (series often up to 9.22 µM), inactives show top-dose activation, hits mostly activators;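 further: potency means the concentration at half of the fitted maximal effect; % of control where 0% means no effect; nearly all actives have a fitted effect of over 60% in size; reporter is driven by a mutant NPC1 promoter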
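NPC1 promoter–luciferase Huh7 cells; 24 h compound; luminescence.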
VP16 counter = VP16 counterscreen qHTS for inhibitors of ROR gamma transcriptional activity | Drosophila S2 Gal4-VP16 UAS-luciferase, luminescence, 20 h | Potency, µM (top dose mostly 53.6 µM), without a hit: at the highest dose activity, negative = inhibition, most hits filed as inhibitors | actives 3.5% (n = 310,000) | AID 2546, 2010;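 further: Gal4-VP16 expression switched on by copper sulfate through the metallothionein promoter; potency means the concentration at half of the fitted maximal effect; on the % scale 0 is the no-effect control and ±100 the full control effect; nearly all actives have a fitted effect of over 50% in size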
TRPV1 agonist = HTS Assay for Compounds that Act as Agonists of the Vanilloid Receptor 1; TRPV1-expressing cells, Fluo-8 calcium influx, agonist mode; actives 0.19% (n = 320,000); Transient receptor potential cation channel subfamily V member 1 (Homo sapiens), Q8NER1; activation, % at 8.33 µM; in the data active means activation above about 80%; inconclusive means between about 30% and that limit; further: 0% is about no effect
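Cells expressing TRPV1 were dye-loaded with Fluo-8 and read kinetically: 10 s baseline, 3 min after compound (agonist portion), then 2 min after EC20 capsaicin (allosteric enhancer portion). Calcium-bound dye fluorescence at 480/520 nm.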
ELG1 genotox = qHTS screen for small molecules that induce genotoxicity in human embryonic kidney (HEK293T) cells expressing luciferase-tagged ELG1. HEK293T ELG1-luciferase reporter, luminescence, 16 h. Potency, µM (series often up to 46 µM), for the others: at the top dose activity change, positive = activation, actives largely listed as activators. actives 1.3% (n = 330,000); further: potency means the concentration at half of the fitted maximal effect; % of control where 0% means no effect; nearly all actives have a fitted effect of over 60% in size
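Quantitative HTS format in 1536-well plates. HEK293T ELG1-luciferase reporter cells receive test compound and are incubated 16 hr at 37 °C, 5% CO2; ONE-Glo added, 30 min room temperature, then luminescence read.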
p53 reactivator = qHTS assay for re-activators of p53 using a Luc reporter; H1299 p53-A138V BP100-luciferase reporter, luminescence, 24 h; AID 504706, 2011; Potency, µM (doses to about 92.2 µM), for the others: top-dose activity change, positive = activation, actives largely listed as activators; actives 0.063% (n = 320,000); further: potency means the concentration at half of the fitted maximal effect; % of control where 0% means no effect; nearly all actives have a fitted effect of over 45% in size
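H1299 (p53-null), stable ts p53-A138V + BP100-Luc; 1000 cells/well, Opti-MEM/10% FBS; cpd 4 pt, 1:5; 24 h, 37 deg C, 5% CO2; detection reagent 10 min RT; luminescence.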
ELG1 repair inh = qHTS screen for small molecules that inhibit ELG1-dependent DNA repair in human embryonic kidney (HEK293T) cells expressing luciferase-tagged ELG1 | HEK293T ELG1-luciferase reporter, luminescence, 16 h; DNA damage induced by 5-fluorouridine | Potency, µM (doses to about 46.1 µM), for the others: at the highest dose activity change, negative = inhibition, actives largely listed as inhibitors | actives 2.3% (n = 330,000); further: potency means the concentration at half of the fitted maximal effect; on the % scale 0 is the no-effect control and ±100 the full control effect; nearly all actives have a fitted effect of over 55% in size
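Quantitative HTS, concentration-response format. 2,000 cells/well co-treated with 5-fluorouridine and compound, 16 hr in 5% CO2 at 37 °C; ONE-Glo luminescence read after 30 min.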
RORg inh = qHTS for inhibitors of ROR gamma transcriptional activity | Nuclear receptor ROR-gamma (Mus musculus), P51450 | Drosophila S2 Gal4-RORgamma UAS-luciferase reporter, 20 h | Potency, µM (top dose mostly 53.6 µM), without a hit: at the highest dose activity change, negative = inhibition, hits mostly inhibitors | actives 5.4% (n = 310,000) | AID 2551, 2010; further: potency means the concentration at half of the fitted maximal effect; on the % scale 0 is the no-effect control and ±100 the full control effect; nearly all actives have a fitted effect of over 60% in size
Target sequence (P51450 whole entry, looked up, the tested form may be a part): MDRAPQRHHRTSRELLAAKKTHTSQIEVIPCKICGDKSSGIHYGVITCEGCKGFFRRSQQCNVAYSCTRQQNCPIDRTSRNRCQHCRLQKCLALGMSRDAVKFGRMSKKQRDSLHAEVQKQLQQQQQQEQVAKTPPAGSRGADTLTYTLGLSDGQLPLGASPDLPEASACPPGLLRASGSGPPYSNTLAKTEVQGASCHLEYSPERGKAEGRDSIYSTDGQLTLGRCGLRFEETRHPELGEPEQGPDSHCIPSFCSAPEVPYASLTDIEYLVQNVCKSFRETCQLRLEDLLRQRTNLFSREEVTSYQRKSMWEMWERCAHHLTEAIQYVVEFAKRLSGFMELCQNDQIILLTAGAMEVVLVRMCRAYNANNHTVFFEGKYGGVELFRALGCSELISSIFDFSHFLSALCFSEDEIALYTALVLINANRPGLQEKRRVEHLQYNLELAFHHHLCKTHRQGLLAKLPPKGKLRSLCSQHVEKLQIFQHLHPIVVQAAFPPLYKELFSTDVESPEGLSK
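Stable Schneider cell line, Gal4 DNA-binding domain fused to ROR gamma, UAS-luciferase. Cmpd 1 hr RT → CuSO4 700 uM final → 20 hr RT → luciferase reagent 10 min → luminescence.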
Active calls of the source: *; ? = inconclusive; nt = no result given; [ ] = dose if it differs, or a comment. Unless noted, the call rests on the fitted dose curve; in most records, active means well fitted curve in the direction sought with a large enough effect; inconclusive means small, poorly fitted or top-dose-only effect, or another doubt; inactive means no such curve, though single readings can be large; an effect the other way counts as inactive or inconclusive.

SMILES	FLuc modulator	Tb PFK block	BRCA1 expr up	Rab9 prom act	NPC1 promoter act	VP16 counter	TRPV1 agonist	ELG1 genotox	p53 reactivator	ELG1 repair inh	RORg inh
CCCCCCC1NC(C(=O)O)CS1 (centres undefined)	1.6%	-6.1%	1.9%	1.2%	-0.6%	-2.4%	0.1	-0.6%	1.1%	1.9%	-13.5%
COc1ccc(Cn2nnnc2CN2CCC(O)(c3ccc(F)cc3)CC2)cc1	-2.6%	3.2%	-18.5%	-7.5%	-2.6%	-5.1%	7.1	-5.5%	1.3%	-2.7%	-1.0%
COc1cc2c(-c3ccc4cc[nH]c4c3)c(-c3ccsc3)oc(=O)c2cc1OC	?	-0.2%	-2.3%	-3.2%	-1.4%	nt	?	2.2%	2.9%	-29.8%	nt
Cc1cccc(C)c1NS(=O)(=O)c1cc2c3c(c1)CC(=O)N3CCC2	-1.5%	0.0%	1.0%	-4.7%	-4.3%	?	-1.1	-5.1%	-1.6%	6.4%	4.4%
Cc1ccc(S(=O)(=O)NCC(c2ccc3c(c2)OCO3)N2CCN(c3ccccc3)CC2)cc1 (centres undefined)	1.3%	-1.0%	-34.4%	-6.4%	0.6%	nt	0.2	-4.7%	3.8%	-0.1%	nt
CCOc1ccc(N(C)S(=O)(=O)c2ccc(C)c(C(=O)OCC(=O)c3c[nH]c4ccccc34)c2)cc1	?	-0.1%	-42.7%	-3.6%	-1.7%	-3.9%	0.9	-12.0%	1.3%	?	34.5%
CSCCCNC(=S)Nc1ccc(N2CCOCC2)cc1	-1.2%	3.5%	-1.1%	-2.8%	-3.2%	4.3%[10 µM]	5.5	9.8%	0.4%	-1.6%	-41.8%
COc1cccc(CNn2cn[nH]c2=S)c1OCc1ccccc1	-1.4%	1.7%	3.7%	-10.9%	-3.0%	-13.5%	?	-5.7%	-0.4%	-6.6%	2.51µM*
N#C/C(C(=O)Oc1ccccc1)=C1\C=CC=CN1	19µM*	0.1%	3.16µM*	2.82µM*	3.55µM*	9.7%	2.3	?	?	?	5.4%
Cc1cc(C)c2[nH]c(=O)c(C(c3nnnn3Cc3ccc4c(c3)OCO4)N3CCCCC3)cc2c1 (centres undefined)	0.4%	-3.8%	-17.6%	1.2%	-3.0%	1.7%	2.3	-1.4%	1.7%	3.4%	-7.0%
Cc1cc(C(=O)CSc2cccc[n+]2[O-])c(C)n1-c1ccc(OC(F)F)cc1	15.1µM*	0.1%	97.2%	?	?	-6.3%	-3.2	8.0%	11.9%	?	-39.6%
CCC(=O)Oc1ccc(-c2cnc3ccccc3n2)cc1	0.301µM*	-14.9%	?	?	?	-24.9%	-4.0	?	?	?	-27.8%
Fc1ccc(NC(=S)Nc2ccccc2Cl)cc1	-7.5%	-0.3%	32.7%	6.7%	4.9%	-6.8%	5.3	-7.1%	14.7%	?	?
CCOc1ccc(-c2nc(N)nc(C)c2-c2ccc(OC)c(OC)c2)c(O)c1	6.0%	2.8%	-34.7%	-10.5%	-1.6%	-3.0%	4.3	0.6%	-9.8%	-8.6%	?
Clc1nc2nc3n(c2nc1Cl)CCC3	-5.0%	-0.7%	-0.7%	0.1%	0.8%	-10.0%	-1.0	-3.5%	5.7%	1.0%	23.8%
C/C(=N\NC(=O)C(=O)Nc1c(C)n(C)n(-c2ccccc2)c1=O)c1ccc(Cl)s1	0.6%	-5.0%	-25.2%	-5.4%	-0.2%	-7.2%	-1.1	-2.3%	-1.5%	0.6%	-17.8%
CCC(=O)Nc1c(S(=O)(=O)c2ccccc2)c2nc3ccccc3nc2n1C(C)c1ccccc1 (centres undefined)	0.4%	-0.2%	-47.4%	-3.7%	-1.8%	-1.5%	4.9	-2.6%	-0.4%	?	?
COCc1ccc(C(=O)N2CCCCC2C(=O)Nc2ccc(-n3nc(C)cc3C)cc2)o1 (centres undefined)	-0.4%	0.7%	0.5%	3.9%	-0.1%	14.6%	-3.6	-4.9%	-4.7%	?	1.9%
CCN(CC)CCN(C(=O)c1ccc(C(=O)c2ccccc2)cc1)c1nc2ccc(OC)cc2s1	-0.2%	1.1%	8.6%	6.2%	0.1%	-15.1%	-8.7	-9.1%	29.1%	-2.1%	22.1%
O=C(CN1C(=O)NC2(CCCCC2)C1=O)N1CCN(C(=O)c2cccs2)CC1	nt	4.1%	5.7%	1.9%	-1.5%	nt	-3.7	0.8%	-1.5%	7.0%	nt
O=C(NC1CCCN(c2ccc(C(F)(F)F)cn2)C1)c1ccncc1 (centres undefined)	0.9%	2.6%	-21.1%	-6.1%	-2.7%	-2.0%	30.0	0.6%	-0.7%	2.9%	1.1%
Clc1ccccc1Cc1noc(CN2CCCCC2CCc2ccccn2)n1 (centres undefined)	-0.1%	-5.9%	0.0%	-10.9%	-5.8%	-10.0%	20.1	-7.5%	-3.7%	?	26.5%
COC(=O)C1=CN(Cc2cccs2)C=C(C(=O)OC)C1c1ccc(OC)cc1OC	-1.5%	-4.9%	-30.3%	-6.3%	-11.8%	4.9%	?	7.0%	-5.3%	4.1%	28.8%
CC(=O)c1ccc(OCCCC(=O)N2CCN(S(=O)(=O)c3ccc(C(C)C)cc3)CC2)cc1	7.9%	0.4%	-24.1%	-13.8%	-2.1%	nt	1.1	-5.1%	-11.5%	?	nt
O=C1CN(C(=O)COC(=O)c2ccc[n+]([O-])c2)c2ccccc2N1	-1.5%	1.3%	0.5%	-0.1%	-1.7%	0.1%	3.0	-1.9%	7.1%	3.9%	1.4%
Cc1ccc(CNC(=O)CC(NC(=O)c2ccccc2)c2ccccc2)cc1 (centres undefined)	6.2%	17.1%	3.9%	10.4%	-1.4%	nt	-3.8	-2.0%	2.3%	10.5%	nt
CCc1ccc2oc(=O)cc(CN3CCC(C)CC3)c2c1	2.6%	2.2%	-16.5%	-1.3%	-2.6%	-1.7%	?	-0.1%	-2.3%	11.7%	-2.8%
CC(C)COc1ccc(CNC(=S)N/N=C/c2ccc([N+](=O)[O-])cc2)cc1	-0.7%	-1.2%	-3.8%	12.2%	-3.2%	4.47µM*	-1.3	1.7%	1.7%	?	1.41µM*
CCOC(=O)C1=C(COC(=O)/C=C/c2ccccc2Cl)NC(=O)NC1C (centres undefined)	26.9µM*	6.0%	3.4%	27.0%	2.6%	2.2%	7.1	?	-17.3%	?	-8.6%
C/C(CC(=O)Nc1ccc(Cl)cc1Cl)=N\NC(=O)C(=O)N1CCCC1	-12.2%	-4.0%	-19.1%	-5.5%	-1.2%	10.4%[10 µM]	-1.9	-7.5%	0.6%	-3.5%	4.9%
CCOc1ccc(S(=O)(=O)NCCC(=O)N(CC)CC(=O)Nc2c(F)cccc2F)cc1	-0.5%	-4.1%	2.0%	-4.9%	0.9%	nt	-0.2	10.0%	-2.7%	8.9%	nt
CCOc1ccc(/C=C(\C(=O)O)c2ccc(S(=O)(=O)N3CCOCC3)s2)cc1OC	5.8%	-4.2%	-35.6%	-8.7%	-2.8%	-11.4%	9.2	2.8%	-7.3%	13.5%	?
COc1cccc(N2CCN(C(=O)c3ccc4nc(N5CCC(C)CC5)sc4c3)CC2)c1	9.53µM*	-0.7%	nt	?	?	-20.1%	?	?	-10.6%	?	12.6µM*
Cc1cccc(NC(=O)c2cc(-c3cc(C)c(C)cc3O)n[nH]2)c1	?	0.6%	?	0.562µM*	0.891µM*	-7.1%	-1.6	?	9.1%	?	-27.1%
Cc1cc(C(=O)OCC(=O)Nc2c(Cl)cccc2C(F)(F)F)c(C)o1	-2.1%	-1.3%	-1.6%	0.1%	-0.7%	nt	2.2	-0.6%	-6.1%	6.9%	nt

The order is random; overall some 15% were active at least once.
